From PubChem
aSyn tox rescue: inhibitors of alpha-synuclein toxicity in yeast; S. cerevisiae alpha-synuclein toxicity rescue, BacTiter-Glo growth, 24 h; Potency, µM (highest dose often 46.1 µM), for the others: at the highest dose growth rescue (activation), usual class: activators; hit rate 0.02% among 94,000; active = well fitted activation curve with a large enough effect; inconclusive = small, poorly fitted or top-dose-only effect; also: 0% is about no effect
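Growth restoration measured by BacTiter-Glo luminescence after 24 hr at 30 deg C; alpha-synuclein yeast, raffinose-pregrown to mid-log, were added at OD600=0.02 in galactose medium onto pinned compounds.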
The depositor's hits bear a star; ? = inconclusive; [ ] = another dose, or the depositor's remark. Potency is read from the fitted curve at half-maximal effect. These rows are one share of the data. The share of hits here may be higher or lower than overall.

SMILES	aSyn tox rescue
Cc1ccc(CN2CCN(Cc3ccc4ncccc4c3)CC2CCO)cc1 (configuration not stated)	6%
O=C(c1ccc(F)cc1)c1cn(Cc2ccccc2F)c2cc3c(cc2c1=O)OCCO3	1%
O=C(Nc1ccccc1)OC1CCCCc2cccnc21 (configuration not stated)	7%
CCOCCCNC(=O)c1cc(Sc2cccc(Cl)c2)nc2ccccc12	-10%
Cc1nnc(N2CCC(C(=O)NCCc3ccccc3)CC2)c2nn(-c3ccccc3)c(C)c12	-7%
COc1ccc(-n2c(C)cc(C(=O)CN3C(=O)NC4(CCc5ccccc54)C3=O)c2C)cc1 (configuration not stated)	18%
CCOC(=O)c1c(C)[nH]c(C)c1S(=O)(=O)N(C)CC(=O)NCc1cccc(Br)c1	-7%
COC(=O)N/N=C(\C)c1ccco1	8%
CCOC(=O)c1cc(-c2ccc(C)cc2)n(CCC(=O)Nc2ccc(OC)c(OC)c2)c1C	20%
Cc1ccc(CNc2cc(C)nc3nc(-c4cccc(C)c4)nn23)cc1	-15%
O=C(O)c1ccc(NC(=O)c2cc3ccccc3o2)cc1	-1%
COCCNC(=S)Nc1ccc2nc(N3CCN(C)CC3)cc(C)c2c1	-5%
O=C(CSc1nc(-c2ccccc2F)nc2cc(=O)[nH]n12)Nc1cccc(C(F)(F)F)c1	-7%
COC(=O)[C@H]1C[C@@]2(O)CN(S(=O)(=O)c3ccc(C)cc3)C[C@@]2(OC(=O)NCc2ccccc2F)C[C@H]1C(=O)OC	2%
O=C(O)Cn1cnc2sc3c(c2c1=O)CCCC3	-8%
Cc1cccc(NC(=O)Cn2c(=O)n(CCc3ccccc3)c(=O)c3sc4ccccc4c32)c1	4%
O=C(O)c1cccc(Cn2c(Cl)c(/C=N/NC(=O)c3cc4ccccc4cc3O)sc2=O)c1	0%
CN1C(=O)c2ccccc2Sc2ccc(NC(=O)N3CCN(c4ccc(F)cc4)CC3)cc21	6%
COc1ccc2c(CNC3CCC(C)CC3)c(C(=O)O)n(Cc3ccc(F)cc3)c2c1 (configuration not stated)	7%
COC(=O)c1cnc(N2CCCN(S(=O)(=O)c3ccc(C(F)(F)F)cc3)CC2)nc1C(F)(F)F	7%
OC1(c2ccc(Cl)c(Cl)c2)C[n+]2ccccc2N1Cc1ccccc1 (configuration not stated)	-7%
CCc1ccc(NS(=O)(=O)c2ccc3[nH]cc(C(=O)NCCCOC(C)C)c(=O)c3c2)cc1	2%
CCOc1ccc(CCNC(=O)c2c(C)oc3ncnc(N4CCOCC4)c23)cc1	-1%
COc1ccc(OCCn2c(C)nc3cc(C)c(C)cc32)cc1	3%
Cc1ccccc1/C=N/Nc1nc2ccccc2c(=O)n1O	-5%
O=C(NCCc1ccc(Cl)cc1)C(=O)c1c[nH]c2ccccc12	7%
Cc1ccc(-c2nc(Cn3c(SCc4ccc(F)cc4)nc4cccnc43)c(C)o2)cc1	3%
CCC1=Nc2cc(C(=O)NCCN(CC)CC)ccc2Sc2ccccc21	0%
O=C(Nc1cccc(Cl)c1)c1cnc2sc(N3CCCC3)nn2c1=O	-12%
CCc1ccc(-n2nc3cc(C)c(NC(=O)c4ccccc4C)cc3n2)cc1	-10%
CCN(C(=O)CSc1nc2ccccc2n1Cc1cc(C)ccc1C)c1ccccc1	-9%
CCOC(=O)Cn1c(=NC(=O)CC)sc2c(C)cc(C)cc21	0%
O=C1CC[C@@H](CN(Cc2ccccn2)Cc2nc(Cc3ccccc3)no2)N1	-10%
COc1ccc(NC(=O)c2ccc3c(c2)CCN3S(=O)(=O)c2ccc(C)cc2)cc1Cl	-10%
O=C(Cc1ccc(Cl)cc1Cl)NC1CCCCCC1	0%
COc1ccc(S(=O)(=O)NNC(=O)C2CC(c3cccnc3)=NO2)cc1 (configuration not stated)	2%
COc1ccc(-c2nc3ccccc3n2Cc2ccccc2)cc1	-11%
COc1cccc(CNS(=O)(=O)c2ccc3[nH]c4c(c3c2)CCCCC4)c1	-5%
Oc1cccc(/C=N/N(Cc2ccccc2)c2ccccc2)c1	-69%[inhibitor]
COc1ccc(CNC(=O)c2nn(-c3ccccc3)cc2OC)cc1	-8%
Cn1c2nc3ccccc3c-2nc2ccccc21	?
CC1CCCC(C)N1C(=O)COC(=O)C(Cc1ccccc1)NC(=O)c1cccs1 (configuration not stated)	-44%[inhibitor]
COc1ccc(NC(=O)CSCC(=O)N2CCCc3ccccc32)cc1	-3%
Cc1ccc(S(=O)(=O)c2ncccc2N)cc1	-5%
Cc1ccc(N2C(=O)c3[nH]nc(-c4ccc(Cl)cc4)c3C2c2ccc(F)cc2)cc1 (configuration not stated)	20%
COc1ccccc1CNC(=O)c1ccc2nc(CCc3ccccc3)oc2c1	-7%
CC(C)(C)C(=O)Nc1ccc(C(=O)NNC(=O)c2ccccc2)cc1	3%
CCc1ccc(OCC(=O)Nc2ncn[nH]2)c(Br)c1	-6%
O=C(NCCCN1CCOCC1)c1cc(-c2ccc(O)cc2)on1	-1%
CCOC(=O)c1c(NC(=O)COC(=O)c2ccc(S(=O)(=O)C(F)F)cc2)sc(C(=O)N(C)C)c1C	-6%

Next records
SMILES	aSyn tox rescue
COc1cccc(NC(=O)/C(C#N)=C\c2cn(Cc3ccc(C)cc3)c3ccccc23)c1	-6%
Cn1cc(S(=O)(=O)Nc2ccc(Cl)cc2Cl)c(=O)n(C)c1=O	-14%
Cc1ccc(NC(=O)C2CCN(S(=O)(=O)c3ccc4[nH]c5c(c4c3)CCCCC5)CC2)cc1	0%
CCOc1ccc(-n2ccnc2SCC(=O)Nc2ccc3c(c2)OCO3)cc1	23%
COC(=O)C(NC(=O)CNS(=O)(=O)c1ccc(Br)cc1)c1ccccc1 (configuration not stated)	0%
Cc1cc(C(=O)COc2ccc(C#N)cc2)c(C)n1C1CC1	1%
Cc1ccc(C2C(=O)N(C3CCCCCC3)CC(=O)N2C(C)C)cc1 (configuration not stated)	-11%
CCOC(=O)c1c(-c2ccc(C)cc2)csc1NC(=O)c1cc(=O)c2cc(C)ccc2o1	-9%
O=C(CSc1nnnn1Cc1ccccc1)Nc1cccc(F)c1	-4%
Nc1cc(Br)cc2c1[nH]c(=O)c1ccccc12	4%
CCNc1nc(NCC)n2c(SCC(=O)Nc3ccccc3[N+](=O)[O-])nnc2n1	-3%
O=C(c1ccc(=O)[nH]n1)N1CCc2ccccc2C1	1%
Cc1ccc2nsnc2c1S(=O)(=O)N1CCCC1C(=O)O (configuration not stated)	-3%
Nc1no[n+]([O-])c1-c1ccccc1	7%
CC1SC(=S)N(c2ccc(N(C)C)cc2)C1=O (configuration not stated)	9%
O=C(Nc1cccc(S(=O)(=O)N2CCOCC2)c1)c1cn(-c2ccccc2)nc1-c1ccc(F)cc1	0%
CCN(CC)CCNC(=O)c1cc2c(=O)n(C)c3cc(Cl)ccc3c2s1	5%
COc1ccc(C(=O)Nc2ccccc2-c2nc3ccccc3s2)cc1OC	-8%
CNCC(O)CN(c1ccccc1)c1ccccc1 (configuration not stated)	-1%
CC1C(=O)N(Cc2cn(CC3CCCCC3)nn2)CCS(=O)(=O)N1Cc1ccc(-c2ccccc2)cc1 (configuration not stated)	9%
Cc1nc2nc(NC(=O)c3ccc(F)cc3)[nH]n2c(=O)c1Cc1ccccc1	-8%
Cc1cc(NC(=O)c2ccco2)cc(-c2nc3ccccc3o2)c1O	-4%
CNC(=O)NNC(=O)c1csc(-c2ccc(C(F)(F)F)cc2Cl)n1	2%
CCN(CC)S(=O)(=O)c1ccc(N2CCCC2)c(NC(=O)c2ccncc2)c1	-6%
CCOC(=O)C1=C(COC(=O)CSc2ccc(C)cc2C)NC(=O)NC1C (configuration not stated)	-6%
COc1ccc(Cl)cc1NC(=O)Cn1ccn(-c2cc(C)cc(C)c2)c(=O)c1=O	1%
COc1cccc(CCNC(=O)c2cnc3sc(N4CCCCCC4)nn3c2=O)c1	9%
CCN(CC(=O)Nc1c(F)cccc1F)C(=O)C1CCN(S(=O)(=O)c2ccc(C)cc2C)CC1	-4%
CC(C)(C)c1ccc(C(=O)Nc2ccccc2C(=O)OCc2cc(=O)n3ccsc3n2)cc1	-10%
O=C(Cn1cc(S(=O)(=O)Cc2cccc(Cl)c2)c2ccccc21)Nc1ccccc1C(F)(F)F	-10%
CC1CCC2(CC1)N=C(c1ccccc1)C(=O)N2CC(=O)Nc1ccc(F)c(Cl)c1 (configuration not stated)	5%
O=C(Cc1ccc(S(=O)(=O)N2CCOCC2)s1)Nc1ccc(N2CCOCC2)cc1	1%
Cc1ccccc1OCC(=O)NCC(c1cccs1)N1CCOCC1 (configuration not stated)	13%
CCCCCCn1c(=O)n2n(c1=O)C[C@]1(OC(=O)NC3CC3)CN(S(=O)(=O)c3ccc(C)cc3)C[C@]1(O)C2	4%
Cc1ccc2nc(-c3ccc(C)c(NC(=O)CSc4ccc(Cl)cc4)c3)oc2c1	0%
Nc1cc(=O)[nH]c(SCC(=O)Nc2cccnc2Cl)n1	-16%
CCN(CC)C(=O)C1=C(C)N(CCCN2CCCC2=O)C(=O)C(CC(=O)NCC2CCCCC2)C1 (configuration not stated)	2%
COc1ccc(C(=O)Nc2nncs2)cc1S(=O)(=O)N1CCOCC1	5%
Cc1nnc(SCc2cc(=O)n3c(C)cccc3n2)s1	-3%
Cc1cccc(C)c1NC(=O)CN(C)C(=O)c1ccc(NS(=O)(=O)c2ccc3[nH]c(=O)[nH]c3c2)cc1	-2%
Cc1cccc(-c2nc(CS(=O)CC(=O)NCc3cccs3)c(C)o2)c1 (configuration not stated)	3%
COc1cccc(CNC(=O)c2ccc3c(c2)nc2n3CCOC2)c1	5%
COc1ccc(-c2cn3nc(N4CCCC(C(=O)NCc5ccccc5OC)C4)sc3n2)cc1 (configuration not stated)	9%
CCn1c(CNC(=O)c2ccccc2Br)nnc1SCC(=O)NC1=NCCS1	3%
COc1ccc(N2CCN(C(=S)NC(=O)c3cccs3)CC2)c([N+](=O)[O-])c1	10%
CCOC(=O)c1ccc(NC(=O)c2cc(F)c(F)cc2Cl)cc1	-2%
Oc1ccc(NCc2ccccc2OCc2ccccc2F)cc1	1%
CCN1CCN(C(c2ccccc2)c2sc3nc(C)nn3c2O)CC1 (configuration not stated)	7%
Cc1ccc(S(C)(=O)=O)cc1C(=O)N1CC(C(N)=O)Oc2ccccc21 (configuration not stated)	-8%
CC(=O)Nc1ccc(C(=O)NNC(=O)c2csc(N3CCOCC3)n2)cc1	-9%

Next section
SMILES	aSyn tox rescue
CCOc1ccc(NC(=O)C(=O)NCCN2CCN(S(=O)(=O)c3ccc(C)cc3)CC2)cc1	6%
CCOc1ccc(CN2C(=O)c3ccccc3Sc3ccc(C(=O)NCc4ccco4)cc32)cc1	1%
CC(C)(C)c1nn(-c2ccccc2)c2nc(Cl)c(C=O)cc12	-10%
Cc1cccc(NC(=O)COC(=O)c2cccs2)c1C	2%
COC(=O)c1c(NC(=O)COC(=O)c2ccccn2)sc(C)c1C	-3%
Cc1ccc([C@H]2N[C@]3(CCCN(Cc4ccc(Cl)cc4)C3=O)[C@H]3C(=O)N(Cc4ccccc4)C(=O)[C@@H]23)cc1	-3%
COc1cc2c(cc1OC)C(COc1ccc3c(C)cc(=O)oc3c1)N(C(=O)c1cccc(C)c1)CC2 (configuration not stated)	8%
COc1ccc(NC(=O)CNC(=O)C23CC4CC(CC(C4)C2)C3)c(OC)c1	-33%[inhibitor]
CCc1cccc(NC(=O)CN(C)S(=O)(=O)c2ccc3c(c2)n(C)c(=O)c(=O)n3C)c1	2%
Fc1ccccc1N1CCN(c2ncnc3c2nc2n3CCCC2)CC1	4%
CC(C)N(C(=O)CSc1nnc(Cc2csc(Nc3ccccc3)n2)o1)C(C)C	9%
COc1cccc2c1ncc1c(-c3ccc(C)cc3)nn(-c3cccc([N+](=O)[O-])c3)c12	4%
O=C(CNC(=O)c1ccccc1F)OCCCOC(=O)CNC(=O)c1ccccc1F	-2%
COc1cccc(-n2cc(C(=O)NCc3ccc(C)cc3)c3ccccc3c2=O)c1	7%
CCc1ccc(S(=O)(=O)n2ccnc2)cc1	2%
